# Mtb UGM inh = blocks M. tuberculosis UGM enzyme. P9WIQ1. purified UGM, fluorescence polarization probe displacement. inhibition, % at 10 µM. hit rate 0.06% among 320,000. AID 504406; in the data active means inhibition above about 10%, passing the limit was not always enough; inconclusive means no clear call, values can overlap the other calls
# Target sequence (P9WIQ1 whole entry, looked up): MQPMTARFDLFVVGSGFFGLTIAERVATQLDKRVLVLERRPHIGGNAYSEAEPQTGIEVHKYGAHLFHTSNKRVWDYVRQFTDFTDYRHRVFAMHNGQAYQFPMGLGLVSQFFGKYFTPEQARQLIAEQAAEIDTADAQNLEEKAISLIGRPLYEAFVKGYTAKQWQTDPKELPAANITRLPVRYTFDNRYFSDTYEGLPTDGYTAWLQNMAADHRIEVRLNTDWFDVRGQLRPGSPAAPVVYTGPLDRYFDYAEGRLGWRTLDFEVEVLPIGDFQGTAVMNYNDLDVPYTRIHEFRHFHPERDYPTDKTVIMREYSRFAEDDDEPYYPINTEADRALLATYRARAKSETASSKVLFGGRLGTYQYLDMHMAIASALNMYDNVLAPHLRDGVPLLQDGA
# BoNT-A LC inh2 = inhibitors of Botulinum neurotoxin A light chain protease | multiplex microsphere protease substrate cleavage, flow cytometry | inhibition, % at 10 µM | hit rate 0.17% among 360,000 | AID 588499; in the data active means inhibition above about 30%; inconclusive means no clear call, values can overlap the other calls; further: plate controls were buffer without enzyme for full effect and enzyme alone for no effect
# BioA inh = inhibitors of Mycobacterium tuberculosis BioA enzyme | purified M. tuberculosis BioA enzyme, plate reader | inhibition, % at 9.99 µM | hit rate 0.096% among 360,000 | AID 602481; in the data active means inhibition above about 40%; inconclusive means no clear call, values can overlap the other calls
# FadD28 FP inh = M. tuberculosis FadD28 bisubstrate binding inhibition; AID 588549; FadD28 bisubstrate probe binding, fluorescence polarization; hit rate 0.22% among 360,000; inhibition, % at 12.5 µM; in the data active means inhibition above about 8.5%, passing the limit was not always enough; inconclusive means no clear call, values can overlap the other calls
# BoNT-F LC inh = blocks Botulinum neurotoxin F light chain protease; Multiplex microsphere protease cleavage assay, flow cytometry; inhibition, % at 10 µM; hit rate 0.22% among 360,000; AID 588497; in the data active means inhibition above about 35%, passing the limit was not always enough; inconclusive means no clear call, values can overlap the other calls; further: plate controls were buffer without enzyme for full effect and enzyme alone for no effect
# PrPC surface inh = inhibitors of human cell surface prion protein PrPC; P04156; TR-FRET read-out; inhibition, % at 13.8 µM; hit rate 0.43% among 370,000; in the data active means inhibition above about 24%; further: 0% = median of the test wells and 100% = reference compound wells
# Mtb FBA inh = Mtb fructose-bisphosphate aldolase inhibition; AID 588726; inhibition, % at 1 µM; purified M. tuberculosis FBA, fluorescence read-out; P9WQA3; hit rate 2.3% among 360,000; in the data active means inhibition above about 27%;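 further: 0% = vehicle and 100% = reference inhibitor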
# Target sequence (P9WQA3 whole entry, looked up): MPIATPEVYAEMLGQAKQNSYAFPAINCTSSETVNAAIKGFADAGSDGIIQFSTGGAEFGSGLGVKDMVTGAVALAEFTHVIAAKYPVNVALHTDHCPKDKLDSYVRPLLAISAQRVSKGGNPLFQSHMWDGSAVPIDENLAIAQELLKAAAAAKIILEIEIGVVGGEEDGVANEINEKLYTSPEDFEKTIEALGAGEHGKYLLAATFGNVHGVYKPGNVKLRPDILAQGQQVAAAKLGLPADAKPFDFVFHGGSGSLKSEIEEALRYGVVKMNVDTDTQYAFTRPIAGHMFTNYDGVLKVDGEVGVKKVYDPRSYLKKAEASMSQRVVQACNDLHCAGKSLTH
# CCHF vOTU inh = blocks the CCHF virus ovarian tumor domain protease | hit rate 0.55% among 370,000 | AID 651958 | inhibition, % at 11.5 µM | CCHFV vOTU protease, Pep-AMC fluorescence; further: 0% = vehicle wells with enzyme and 100% = no enzyme wells
# GDH-TPI counter = counter-screen for M. tuberculosis FBA inhibitors: GDH-TPI coupled enzymes; hit rate 1.2% among 360,000; inhibition, % at 4.8 µM; GDH-TPI coupled enzyme counterscreen, NADH absorbance;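 further: 0% = DMSO wells and 100% = wells lacking the enzyme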
# * = called active by the depositor; ? = inconclusive; . = no result given. Unless noted, no stated cut-off is given here; in the data, active means inhibition above about 30%; inactive means the rest.
# Results follow in this order: Mtb UGM inh, BoNT-A LC inh2, BioA inh, FadD28 FP inh, BoNT-F LC inh, PrPC surface inh, Mtb FBA inh, CCHF vOTU inh, GDH-TPI counter
COCCN1C(=O)c2ccccc2C1c1nnnn1-c1ccc2c(c1)OCCO2 (stereo not drawn)
→ ., -0.6, ., ., -2, 4, ., -1, .
COc1ccc([C@@H]2[C@@H]3C(=O)N(C(C)(C)C)C(=O)[C@@H]3[C@]3(Cc4ccccc4)C(=O)N(c4ccc(C)cc4)C(=O)N23)cc1
→ -2.1, -0.6, -0.2, 1.1, -9, 2, 0, 2, -6
Cc1nn(CC(=O)N(C)Cc2ccc(F)cc2)c(C)c1[N+](=O)[O-]
→ 0.9, -1.8, ., 0.0, -9, -4, 1, 6, 11
Cc1ccc(F)cc1C(=O)N1CCCCC1c1cc(C(=O)NC(C)C)no1 (stereo not drawn)
→ ., 0.4, 0.1, -4.1, 2, -9, -3, 7, -14
O=C1NC(=O)C2(CCCCCCCCCCC2)N1
→ 0.0, -0.5, -1.0, -3.5, 3, 1, -1, 6, -4
COc1ccc(S(=O)(=O)N2CCOC2CNC(=O)C(=O)NCCCN2CCOCC2)cc1 (stereo not drawn)
→ -0.2, -0.8, -0.2, -3.8, -1, -6, -1, 6, 2
S=c1nc(-c2ccccc2Br)[nH][nH]1
→ 0.5, 1.4, 0.2, -2.3, 4, -5, 1, 5, 10
CC1CCC2(CC1)NC(=O)N(CC(=O)Nc1ccccc1-c1ccccc1)C2=O (stereo not drawn)
→ 1.2, 0.1, 0.0, -2.3, 4, -7, 55*, 13, 1
CCOC(=O)CCCCCC(=O)Nc1ccc2c(c1)C(=O)N([C@H](C)CO)C[C@H](C)[C@@H](CN(C)C(=O)Nc1ccccc1)OCCCC[C@@H](C)O2
→ ., -0.2, -1.3, -1.8, 1, 0, 6, 38*, 11
Cc1ccc(F)cc1-c1nc(NCC2CC2)nc2ccsc12
→ ., -0.5, 0.1, -6.4, 1, -7, 46*, -41, 10
COc1ccc(-n2c(SCC(=O)N/N=C/c3ccccc3OCC(=O)O)nc3ccccc3c2=O)cc1
→ -1.1, -1.5, 3.1, -1.7, -2, -1, 2, 10, 11
Cc1cc(S(=O)(=O)N2CCN(c3ccccc3C)CC2)ccc1F
→ -1.0, 0.7, 0.1, -2.1, 11, -5, 2, 12, 0
COc1ccc(-n2c(SCC(=O)Nc3ccc(C(N)=O)cc3)nc3c([nH]c4ccccc43)c2=O)cc1OC
→ 0.4, 0.2, 2.2, -1.1, 0, -22, 2, 12, 11
CCOC(=O)COc1ccc(S(=O)(=O)Nc2ccc3c(c2)OCO3)cc1
→ -0.1, -0.7, -2.2, 0.7, -11, -2, -1, 2, 4
Cc1ccc(CNC(=O)c2ccc(Br)o2)cc1
→ -6.4, 0.1, 2.6, -2.1, 3, 8, -5, 2, -5
Cc1cc(C)n2nc(/C(C#N)=C/c3ccccn3)c(C#N)c2n1
→ 0.2, -0.6, -2.3, 0.5, -2, -9, 7, 8, 12
Fc1ccc(NCc2nnc(SCc3nnc(-c4ccccc4)o3)n2CC2CCCO2)cc1 (stereo not drawn)
→ 2.7, -1.1, ., -1.2, -6, 2, 2, 10, -2
COc1cccc(CN2CCNC(=O)C2CC(=O)N(C)CC2CCOCC2)c1 (stereo not drawn)
→ -1.7, -1.0, -1.4, -3.6, 9, -4, 0, -3, 4
O=C(CN(C(=O)CNC(=O)c1cccs1)c1ccc(F)cc1)NC1CCCC1
→ 0.9, -0.6, 0.7, -0.9, 32, 2, -3, 8, 10
Cc1ccc(C(=O)Nc2cccc([N+](=O)[O-])c2)cc1S(=O)(=O)Nc1ccc(NC(=O)c2ccccc2)cc1
→ 2.2, 1.7, ., 2.6, -2, 4, -3, 1, 28
C[C@H]1COC(=O)CCC/C=C\C[C@H](CC(=O)N(CCO)Cc2ccccc2)C(=O)N1
→ ., -0.1, 2.2, -4.4, 2, 5, -1, -2, -4
CC(=O)/C(=C/c1ccccc1)C(=O)Nc1ccccc1C
→ -1.2, 0.6, -0.8, -1.9, -3, 3, -2, -5, 7
O=C(Cn1cnc2c(cnn2-c2ccc(F)cc2)c1=O)N1CCCc2ccccc21
→ 6.6, -0.7, -1.2, -2.0, 6, 3, 5, 1, 2
COc1ccc(C(=O)Nc2ccc(NC(=O)c3cc(OC)c(OC)c(OC)c3)cn2)cc1
→ -1.0, -1.4, -0.6, -2.7, 4, 43*, 1, -6, 5
CC12CCC(C(=O)NCCCn3ccnc3)(OC1=O)C2(C)C (stereo not drawn)
→ 2.6, -0.3, -0.6, ?, 20, 3, 2, 4, -2
O=C(CCCc1nc2ccccc2s1)Nc1nccs1
→ -3.2, -0.2, -1.3, -0.4, -3, 11, 3, 7, 7
CCC(=O)c1ccc(OCc2ccc(C(=O)c3ccccc3)cc2)cc1
→ 0.3, -0.2, ., -2.0, -2, 8, 2, -14, -6
CCOC(=O)c1c(C)[nH]c(C(=O)COC(=O)C2CC2)c1C
→ ., ?, 0.3, -0.6, ?, 1, 0, -11, -11
O=C(CN1CCN(Cc2ccc(Cl)cc2)CC1)N/N=C/c1cccs1
→ 2.7, 1.4, 1.9, -5.0, ?, 4, -3, 0, -5
Cc1cccc(C)c1N(CC(=O)Nc1cccc(N(C)S(C)(=O)=O)c1)S(C)(=O)=O
→ 1.0, 0.6, -1.2, 0.5, -3, 0, 1, 6, -3
O=C(NN=Cc1ccccc1Cl)c1ccccc1
→ ., 0.1, 0.5, -1.0, 3, 2, 0, -1, 1
COc1ccc(C(=O)N2CCN(S(=O)(=O)c3ccc(Cl)cc3)CC2)cc1S(=O)(=O)N1CCOCC1
→ ., 1.0, 0.9, -1.6, 6, 1, 4, 8, 4
COc1cccc(NC(=O)Nc2nnc([C@@H]3C[C@H](O)[C@@H](CO)O3)s2)c1
→ ., -0.3, 0.3, -5.4, -1, 8, 0, -1, 11
O=C(NCC(O)c1ccccc1)c1ccc(Cl)c(S(=O)(=O)N2CCCC2)c1 (stereo not drawn)
→ 0.1, -3.4, 0.0, -1.6, -7, ., 4, ., 17
Cn1ccsc1=NC(=O)c1cc(S(=O)(=O)N2CCOCC2)ccc1Cl
→ -1.5, -4.3, ., -2.1, -12, 7, 1, -9, 11
Cc1nn(-c2ccccc2)c(N2CCCC2)c1/C=N/O
→ 0.7, -6.1, -1.5, 0.5, -6, ., -2, ., -2
CCCCn1c(N)c(N(CCC(C)C)C(=O)c2cccc(S(=O)(=O)N3CCN(C)CC3)c2)c(=O)[nH]c1=O
→ -1.2, -1.2, -4.3, 0.6, -11, 1, 2, -6, 7
Cc1cc(C(=O)COC(=O)CN(C)S(=O)(=O)c2ccc(Cl)cc2)c(C)n1Cc1cccs1
→ 2.7, 1.3, 0.5, 1.0, -5, 5, 2, -5, 2
CCC(C)NC(=O)C1CCC(=O)N(c2cc(OC)c(OC)c(OC)c2)C1c1ccc(OC)cc1 (stereo not drawn)
→ -4.9, -0.6, 0.2, -4.4, -2, 1, 0, 3, -9
CCn1cc(/C=C(\NC(=O)c2ccc(C)cc2)C(=O)NCCN2CCOCC2)c2ccccc21
→ ., -2.4, -3.6, 1.2, 0, -4, -5, 3, 41*
Cc1c(C=O)c2ccccc2n1CC(=O)NCc1ccccc1
→ -2.0, 1.5, ., -0.4, 12, -1, 2, -7, 1
CC1=NNC(=O)C1CC(=O)N/N=C(\C)c1cccs1 (stereo not drawn)
→ -1.6, -0.1, ., -1.6, -7, 7, 1, -6, 4
C/C(=N/NS(=O)(=O)c1ccccc1)c1ccc(Cl)cc1
→ 1.0, 1.2, ., -0.2, 6, -8, 3, 3, 5
Cc1cc(C(=O)N2CCCC(N3CCN(Cc4ccc5c(c4)OCO5)CC3)C2)n[nH]1 (stereo not drawn)
→ -2.9, 0.1, -1.3, 1.3, -1, -1, 3, 9, -4
COc1cc(OC)cc(C(=O)Nc2nnc(-c3cccnc3)o2)c1
→ 0.6, -0.7, ., -3.2, 2, 14, 3, -7, 22
O=Cc1ccc(N2CCCCC2)cc1
→ 1.1, -0.9, 0.5, -0.8, -1, 0, -1, -3, 11
O=S(=O)(c1ccccc1Br)N1CCC(O)(c2cccnc2)CC1
→ -0.6, -0.2, ., -0.2, -2, -2, 1, 2, 8
OC(CNCc1cccc(Cl)c1)c1ccccc1 (stereo not drawn)
→ 3.3, -0.6, ., -1.7, -8, 7, 0, -22, 8
Cc1cccc(NC(=O)CN2CCc3cc4c(cc3C2)OCCCO4)c1
→ 2.4, 1.4, -0.9, -1.2, -4, -4, 18, 11, 6
COc1ccc(/C=C/C(=O)c2c(O)n(CCC3=CCCCC3)c(=O)[nH]c2=O)cc1OC
→ 0.8, -0.4, ., -1.1, -10, 0, 0, -5, 18
CC(C)CN(CCCNC(=O)CN1C(=O)COc2ccc(S(=O)(=O)N3CCC(C)CC3)cc21)CC(C)C
→ -2.8, -0.2, -1.0, -3.7, 2, -10, -2, 20, 4
O=C(O)C1CCc2sc3[nH]c(=S)n(-c4ccccc4)c(=O)c3c21 (stereo not drawn)
→ 2.1, ., -1.3, -0.5, ., 4, 4, 0, 34*
Cc1cc(C)n2cc(CSc3ncccc3C(=O)O)nc2n1
→ 6.6, 0.0, -3.6, 0.4, -3, 4, 82*, -27, 1
O=C(Nc1ccc(Cl)cn1)C1CCCN1S(=O)(=O)c1ccccc1 (stereo not drawn)
→ 1.8, 0.5, 0.0, 0.3, 2, 4, 4, 9, -8
O=C(NC(=S)NCc1ccccc1)c1ccccc1Br
→ 0.7, 2.0, -1.9, -0.2, 7, 0, -3, -2, 3
COc1ccc(-c2nc3n(n2)C(c2cccnc2)C(C(N)=O)=C(C)N3)cc1 (stereo not drawn)
→ 1.0, -0.5, -1.5, -4.7, 2, 5, -2, 13, -2
Cc1cnc(NC(=O)CSc2nnc(N)s2)s1
→ -1.8, 0.4, ., 0.0, 3, 23, -2, 3, -1
CC(C)CC(=O)Nc1ccc(-c2nnn(CC(=O)NCc3ccco3)n2)cc1
→ -1.6, -0.1, ., -2.6, 4, -3, 4, 2, 7
COc1cccc(NS(=O)(=O)c2ccc(-n3cccn3)cc2)c1
→ -1.0, -1.4, -3.0, -0.9, 0, 5, 1, 6, 6
O=C(NCc1ccccc1)C1=C[C@@H](C2CCCCC2)C[C@@H](OCCCCO)O1
→ 1.1, -0.2, -0.6, -4.2, -8, -3, 0, 0, 8

# Quoted from the listing:
# Under FadD28 FP inh, `O=C(NN=Cc1ccccc1Cl)c1ccccc1` has the entry -1.0
# Under PrPC surface inh, `C/C(=N/NS(=O)(=O)c1ccccc1)c1ccc(Cl)cc1` has the entry -8

# Next compounds follow:
# Results follow in this order: Mtb UGM inh, BoNT-A LC inh2, BioA inh, FadD28 FP inh, BoNT-F LC inh, PrPC surface inh, Mtb FBA inh, CCHF vOTU inh, GDH-TPI counter
C=C1CCC[C@]2(C)C[C@H]3OC(=O)C(CN4CC(C)OC(C)C4)[C@H]3C[C@@H]12 (stereo partly drawn)
→ -1.4, 0.3, -0.3, 2.7, -6, 5, 2, 5, -11
O=c1c2ccccc2[nH]c(=S)n1-c1cccc(C(F)(F)F)c1
→ ., -0.2, -0.5, -5.5, -2, -5, -1, 15, 4
CCN(c1ccc(NC(=O)COC(=O)C2CCN(c3ccc(C(F)(F)F)cn3)CC2)cc1)C(C)C
→ ., -0.5, -4.8, -1.4, -7, 5, -3, 30*, 0
Cc1ccccc1Cn1nc(C)c(NC(=O)c2nc3n(n2)C(C(F)F)CC(C)N3)c1C (stereo not drawn)
→ 1.8, -0.2, -1.1, -1.5, 2, 1, -1, 11, -5
O=C(O)c1ccc2nc(CO)[nH]c2c1
→ 0.7, 0.2, ., -4.3, 2, -1, -4, 19, -13
COc1ccc(CN2C(=O)C(CC(=O)NCc3cccc4ccccc34)CC(C(=O)N3CCOCC3)=C2C)cc1 (stereo not drawn)
→ ., 0.0, ., -3.2, 2, -10, 3, 8, 8
COc1ccc2ccccc2c1CNCCN1CCOCC1
→ -0.7, -0.4, 8.0, -3.5, 14, -4, 1, -2, -5
COc1c[nH]n(-c2ccccc2)c(=O)c1=O
→ 1.7, -0.2, ., 0.2, 3, -7, 1, 3, 0
O=C1CCCC/C=C\C[C@H](CC(=O)N(CCO)Cc2ccccc2)C(=O)N[C@@H](c2ccccc2)CO1
→ 2.5, 0.5, -0.5, -4.8, 7, 0, 1, 14, 8

# Bioassay records deposited in PubChem by several laboratories.
